MgcRacGAP inhibition: MgcRacGAP GTPase-activating activity inhibitors, confirmation, biochemical, ADP Hunter fluorescence. MgcRacGAP-stimulated Rac1 GTP hydrolysis, ADP Hunter fluorescence; higher % means a stronger effect; GST-tagged Rac1 F28L mutant substrate. inhibition, % at 30 µM, or IC50 in µM where a hit was titrated. 0.6% of 340,000 active;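 active means first-screen hits whose inhibition reached a set limit at any dose in the follow-up dose series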;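 further: fluorescence reports GDP produced by GAP-driven GTP hydrolysis; strong numbers were not always called active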
SV40 large T antigen: SV40 large T antigen inhibitors, biochemical (AID 1903). SV40 large T antigen ATPase/helicase inhibition assay; higher % means a stronger effect. one-dose inhibition, % at 20 µM; IC50 in µM for titrated hits. 0.39% of 310,000 active; in the data active means a potency from the dose series; further: strong numbers were not always called active
NTR1 ag: agonists of NTR1, primary screen, imaging, U2OS cells, beta-arrestin-GFP, high content (AID 493036) | Neurotensin receptor type 1 (Homo sapiens), P30989 | NTR1-U2OS beta-arrestin-GFP spot imaging, agonist mode | activation, % at 20 µM | 0.17% of 330,000 active;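 active means activation at or above 40% of the spot to cytoplasm intensity ratio, with at least 20 cells analyzed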;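 further: 0% = DMSO without peptide and 100% = 100 nM NTR1 peptide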
Target sequence (P30989 whole entry, looked up): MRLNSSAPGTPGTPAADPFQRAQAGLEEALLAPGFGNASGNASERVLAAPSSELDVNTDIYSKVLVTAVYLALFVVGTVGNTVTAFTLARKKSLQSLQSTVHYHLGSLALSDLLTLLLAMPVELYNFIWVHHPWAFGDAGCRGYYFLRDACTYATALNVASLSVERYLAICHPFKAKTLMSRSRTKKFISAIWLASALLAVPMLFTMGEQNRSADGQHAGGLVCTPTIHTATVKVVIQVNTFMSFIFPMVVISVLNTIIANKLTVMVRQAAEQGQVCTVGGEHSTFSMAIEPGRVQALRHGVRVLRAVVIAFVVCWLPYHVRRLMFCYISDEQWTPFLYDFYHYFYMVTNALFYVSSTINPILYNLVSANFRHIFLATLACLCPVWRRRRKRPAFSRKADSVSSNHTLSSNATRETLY
SIAH1 antagonists: Siah-1 peptide-binding antagonists, primary screen, biochemical, fluorescence polarization, rhodamine-plectin, uHTS (AID 1817) | Siah-1 / rhodamine-plectin peptide fluorescence polarization; higher % means a stronger effect | displacement, % at 20 µM, or IC50 in µM where a hit was titrated | E3 ubiquitin-protein ligase SIAH1 (Homo sapiens) | 0.02% of 290,000 active;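 active means displacement of at least 50% at 20 µM, with a fluorescence ratio check between 0.3 and a set limit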;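 further: plate controls were Siah plus tracer with DMSO for no effect and tracer alone without Siah for full effect; strong numbers were not always called active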
UTI89 phage lysis: inhibition of K1F phage lysis, E. coli UTI89, bacterial capsule biogenesis inhibitors, alamar blue (AID 488966). E. coli UTI89 K1F phage lysis, alamar blue, 2 h; higher % means a stronger effect. inhibition, % at 100 µM; hits with a dose series show IC50 in µM. 0.02% of 340,000 active;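 active means phage lysis inhibition, versus mean bacterial control, above a set limit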;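 further: capsule biogenesis inhibitors block K1F phage lysis so surviving cells raise fluorescence; higher fluorescence means more inhibition of phage lysis; actives were called in the ten point dose series up to 300 µM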
Dengue-2 NS5 capping: Dengue-2 NS5 methyltransferase inhibitors, primary screen, biochemical, confirmation dose response (AID 588689). Genome polyprotein (Dengue virus type 2 (strain 16681-PDK53)). 0.3% of 340,000 active. inhibition, % at 25 µM; hits with a dose series show IC50 in µM. Dengue-2 NS5 methyltransferase capping enzyme assay, biochemical; higher % means a stronger effect; in the data active means a potency from the dose series
West Nile virus CPE: West Nile virus antiviral activity, cell-based, CPE readout (AID 1621). West Nile virus-infected cells, CPE inhibition; higher % means a stronger effect. one-dose CPE inhibition, % at 10 µM; IC50 in µM for titrated hits. 0.02% of 290,000 active; in the data active means a potency from the dose series; further: strong numbers were not always called active
RSV CPE inhibition: RSV antiviral activity via CPE protection, HEp-2 cells, primary 10 µM value included (AID 2391) | 0.13% of 310,000 active | one-dose CPE inhibition, % at 10 µM; IC50 in µM for titrated hits | HEp-2 cells, RSV-induced CPE inhibition; higher % means a stronger effect; in the data active means a potency from the dose series; further: strong numbers were not always called active
AID2073: inhibitors of Mint1-CaV2.2 protein interaction, biochemical, HTRF (AID 2073). inhibition, % at 20 µM; hits with a dose series show IC50 in µM. Voltage-dependent N-type calcium channel subunit alpha-1B (Homo sapiens). HTRF protein-protein interaction, Mint1-CaV2.2; higher % means a stronger effect. 0.19% of 290,000 active; in the data active means inhibition mostly above about 51%, no sharp cut-off; further: some results filed as inactive read as strong as hits
NTR1 ag cell count 20 µM: also measured in NTR1 ag; calls as there; cell count; measured here: cell count, cytotoxicity flag
Dengue-2 NS5 capping pilot replicate: also measured in Dengue-2 NS5 capping; calls as there; inhibition, %; measured here: pilot screen replicate inhibition
Active calls of the source: *; x = no result given; [ ] = dose if it differs, or a comment.

SMILES	MgcRacGAP inhibition	SV40 large T antigen	NTR1 ag	NTR1 ag cell count 20 µM	SIAH1 antagonists	UTI89 phage lysis	Dengue-2 NS5 capping	West Nile virus CPE	RSV CPE inhibition	AID2073	others
CCNc1sc(C(=O)OCC)c(N)c1C#N	2%	10%	-1.0	48	11%	0.1%	0%	-0.5%	9.3%	9%
O=C1CCC(C(=O)OC(C(=O)Nc2cc(Cl)cc(Cl)c2)c2ccccc2)=NN1 (stereo not drawn)	3%	x	0.8	71	x	0.2%[50 µM]	-1%	x	1.7%	x
CC(=O)NC(CCS(C)(=O)=O)C(=O)Nc1cc(Cl)ccc1Cl (stereo not drawn)	19%	9%	-1.9	96	-5%	-1.1%	2%	0.1%	1.3%	7%
CC12CCC(c3c(CO)nn(-c4ccccc4)c31)C2(C)C (stereo not drawn)	6%	1%	-0.1	91	-1%	0.2%	-2%	-0.9%	0.6%	-6%
CC(C)(C)[C@@H]1C=C(C(=O)O)O[C@H](OCCCCO)C1	12%	6%	-1.8	60	x	0.5%	2%	-0.3%	0.5%	x
CNC(=S)N1N=C(c2ccc(OC)cc2)CC1c1ccccc1Cl (stereo not drawn)	6%	12%	2.2	59	-2%	0.3%	-2%	-0.2%	2.9%	-7%
CC1CCCCN1S(=O)(=O)c1ccc(S(=O)(=O)N2CCN(C)CC2)cc1 (stereo not drawn)	3%	3%	2.6	43	9%	-0.1%	-8%	0.0%	4.6%	-1%
COc1cccc(CCNc2ccc(N3C(=O)CC(C)C3=O)cc2[N+](=O)[O-])c1 (stereo not drawn)	2%	6%	0.6	57	-4%	0.1%	-7%	0.3%	17%	31%
Cc1onc(-c2c(Cl)cccc2Cl)c1C(=O)O/N=C(\C#N)c1c(Cl)cccc1Cl	7%	12%	-1.6	38	6%	0.7%	5%	-0.3%	2.0%	-1%
Cc1sc2nc(CSC(C)C(=O)Nc3ccc(C#N)cc3)[nH]c(=O)c2c1C (stereo not drawn)	-3%	25%	-0.1	59	x	-0.4%[50 µM]	-17%	x	1.3%	x
CC(/C=C/c1ccccc1)=N\NC(=O)c1ccc(Br)cc1	-2%	1%	1.8	41	-1%	-0.2%	0%	0.6%	1.2%	4%
CCOc1cc(C2NC(=O)NC(C)=C2C(C)=O)cc(Cl)c1OCC(=O)O (stereo not drawn)	7%	3%	0.9	38	-2%	0.4%	-1%	-0.3%	3.7%	0%
Cc1cc(=O)n2nc(N3CCCC(C(=O)NCCCN4CC(C)CC(C)C4)C3)sc2n1 (stereo not drawn)	11%	8%	1.3	61	0%	0.2%	0%	0.1%	1.8%	5%
Cn1c(SCC(=O)NC2CCCC2)nnc1C(F)(F)F	3%	x	-0.8	57	x	0.7%[50 µM]	-7%	x	2.0%	x
CCN(C(=O)c1cc2c(=O)n3cccc(C)c3nc2n1CCCOC)C1CCCCC1	7%	5%	5.1	51	-1%	-0.1%	-5%	0.7%	0.8%	28%
COc1cc(/C=C2\SC(=O)N(Cc3ccc(Cl)cc3)C2=O)cc([N+](=O)[O-])c1O	0%	17%	x	x	-2%	-1.7%	67µM*	-0.4%	x	26%
CC1=NN(c2ccccc2)C(=O)/C1=C\c1sccc1C	31%	11%	4.9	49	1%	0.5%	3%	-0.1%	3.7%	-11%
COc1ccc(CCNC(=O)c2cc(-c3ccncc3)nc3c(Cl)cccc23)cc1OC	2%	5%	1.1	51	0%	-0.1%	-5%	1.2%	1.8%	-5%
CCOc1ccccc1CN1CCNC(=O)C1CC(=O)N(C)Cc1cnccn1 (stereo not drawn)	4%	1%	1.3	47	-3%	-0.2%	2%	-0.2%	1.7%	7%
CC1CC(C)(C)N2C(=O)C(=C(C#N)C#N)c3cccc1c32 (stereo not drawn)	12%	13%	2.8	48	-2%	-0.1%	-2%	0.0%	4.4%	0%
Cc1cc(=O)oc2cc(OC(C)C(=O)NC3CCN(Cc4ccccc4)CC3)ccc12 (stereo not drawn)	2%	x	0.1	68	1%	-0.1%	-8%	-0.4%	-1.0%	8%
CCC(Oc1ccccc1)C(=O)OCC(=O)N(CC)c1c(N)n(Cc2ccccc2)c(=O)[nH]c1=O (stereo not drawn)	7%	1%	-0.1	62	x	0.2%[50 µM]	0%	x	0.3%	x
CC(C)CNC(=O)CN(c1cccc(Cl)c1)S(C)(=O)=O	2%	8%	-0.2	77	5%	0.8%	-2%	0.1%	1.2%	4%
CCC(=O)Nc1nnc(SCC(=O)Nc2ccc(F)cc2)s1	6%	7%	4.6	84	3%	0.0%	-4%	0.1%	2.9%	-5%
CCCCC(c1nnnn1CS(=O)(=O)c1ccc(C)cc1)N1CCN(C)CC1 (stereo not drawn)	4%	24%	6.4	18	-3%	-0.5%	-7%	1.2%	-0.8%	-10%
CCCCNC(=O)c1ccc2c(=O)n(CCCOCC)c(=S)[nH]c2c1	7%	12%	-0.8	75	-1%	0.5%	-8%	0.8%	-1.0%	-16%	Dengue-2 NS5 capping pilot replicate=-2.1
CCn1nc(C)c(CNC(=O)CCc2nnc(-c3ccc(C(C)=O)s3)o2)c1C	6%	-2%	-0.4	51	15%	-0.3%	-4%	-0.3%	3.7%	-9%
COc1ccc(CNC(=O)COC(=O)CCOc2ccc(C)cc2)cc1	8%	6%	-0.5	63	x	0.5%[50 µM]	-7%	x	-0.1%	x
N#CCc1nc2n(n1)Cc1ccccc1-2	0%	4%	1.7	52	1%	-1.0%	-4%	-0.1%	14%	-9%
Cc1cc(C(F)(F)F)nc(CCNCc2c(C(=O)N3CCCC3)nc3ccccn23)n1	x	-3%	0.3	52	3%	x	x	-1.1%	-1.6%	-13%
CC(C)c1c(O)nc(SCCOc2ccc(Cl)cc2)[nH]c1=O	12%	14%	0.2	66	5%	0.6%	-6%	0.0%	6.0%	0%
CN(C)C(CNC(=O)c1cc(-c2ccco2)nc2ccccc12)c1ccccc1 (stereo not drawn)	8%	x	3.8	63	x	-0.7%	10%	x	x	x
O=C(Nc1ccc(F)cc1F)c1cc2nc3c(c(C(F)(F)F)n2n1)CCCC3	3%	9%	3.2	79	7%	2.3%[50 µM]	1%	0.1%	0.4%	2%
Cc1ccc(C(C)NC(=S)NCc2ccc(F)cc2)cc1C (stereo not drawn)	4%	76%	3.0	62	2%	1.1%[50 µM]	-7%	-1.5%	0.1%	-8%
Cn1cc(C(=O)c2cccc(Cl)c2)cc1C#N	-3%	14%	-1.1	24	4%	-1.6%	1%	0.6%	8.3%	3%
O=S(=O)(Nc1cc(S(=O)(=O)N2CCOCC2)ccc1N1CCOCC1)c1ccc2c(c1)OCCO2	3%	2%	-0.4	48	-11%	0.9%	2%	-0.4%	0.0%	1%
COc1ccc(/C=C(\C#N)C(=O)c2cccn2C)cc1	7%	7%	0.7	71	0%	0.1%	-1%	0.2%	1.3%	4%
CCN1CCN(c2ncnc3c2cnn3-c2ccccc2)CC1	2%	5%	-2.8	46	3%	-0.4%	-1%	-0.1%	2.7%	1%
CC(=O)Nc1cccc(-c2nn[nH]n2)c1	11%	11%	0.8	59	3%	0.1%	-2%	1.9%	-0.3%	3%
O=C(NNC(=S)Nc1ccc(Cl)cc1Cl)c1ccncc1	9%	1%	2.2	60	-2%	6.4%	-3%	1.0%	1.0%	-16%
CC(C)COCC(O)CC(Cc1ccccc1)C(=O)NN (stereo not drawn)	-8%	5%	0.4	56	1%	0.1%	2%	0.0%	0.6%	10%
O=[N+]([O-])c1cc(S(=O)(=O)N2CCOCC2)ccc1N1CCNCC1	11%	x	-0.4	56	x	1.7%[50 µM]	-4%	x	x	x
CC(=O)c1ccc(S(=O)(=O)NC2CCSc3ccccc32)cc1 (stereo not drawn)	4%	12%	1.0	49	4%	0.6%	-12%	-1.2%	3.1%	7%
CCCc1nc2ccccc2c(C(=O)OCC(=O)c2ccc3c(c2)NC(=O)CO3)c1CC	7%	4%	7.8	84	-1%	0.1%	1%	0.5%	-0.3%	7%
CNCCNC[C@H](Cc1cccc2ccccc12)NCCc1ccccc1	7%	x	-0.1	50	x	6.0%	-5%	x	x	x
O=C(COCc1cc(-c2ccco2)on1)NC1CCCCC1	8%	7%	-1.1	64	-5%	-1.1%	-11%	-0.3%	0.2%	8%
CC(NS(=O)(=O)c1ccc(CCC(=O)NCc2ccco2)cc1)c1ccccc1 (stereo not drawn)	12%	6%	-0.7	66	9%	0.7%[50 µM]	-4%	-1.2%	0.3%	1%
Cc1ccc(C(=O)OC(C)C(=O)NC2CCCCC2)cc1S(=O)(=O)N1CCCCC1 (stereo not drawn)	-2%	x	0.0	50	x	0.4%[50 µM]	-2%	x	1.4%	x
CCn1cc(C2=NOC(C(=O)Nc3ccccc3C(=O)OC)C2)c(C)n1 (stereo not drawn)	10%	-4%	2.3	50	-4%	0.5%	-2%	0.1%	-1.4%	2%
COC(=O)c1cnc(Nc2cc(C)ccc2OC)c2ccccc12	8%	20%	12	62	-1%	0.2%	-1%	-0.6%	0.1%	28%

Screening data deposited in PubChem by several laboratories.
